Screening data (PubChem BioAssay)
M. tuberculosis – growth inhibition of non-replicating M. tuberculosis (AID 488890) | Mycobacterium tuberculosis non-replicating, growth inhibition; higher % means a stronger effect | inhibition, % at 25 µM; hits with a dose series show IC50 in µM | 0.39% of 320,000 active; in the data active means a potency from the dose series; inconclusive means inhibition mostly from about 82% at the one dose, without a potency; inactive means the rest, 99 in 100 with inhibition below about 76%;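 further: plate controls were DMSO cells for no effect and high antibiotic wells for full effect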
M. tuberculosis HTS – M. tuberculosis growth inhibition, HTS (AID 449762) | M. tuberculosis H37Rv growth inhibition, 7H9 media; higher % means a stronger effect | inhibition, % at 25 µM, or IC50 in µM where a hit was titrated | 0.59% of 330,000 active; in the data active means a potency from the dose series; inconclusive means inhibition above about 70% without an active follow-up result;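 further: bacterial growth assessed after seven days of incubation; strong numbers were not always called active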
PhoP GFP inhibition – PhoP regulon inhibitors, Salmonella typhi PhoP promoter GFP reporter, confirmatory (AID 1850) | inhibition, % at 50 µM; hits with a dose series show IC50 in µM | 0.33% of 310,000 active | Salmonella Typhi PhoP-promoter GFP reporter, fluorescence, 4 h; higher % means a stronger effect; in the data active means a potency from the dose series; inconclusive means inhibition mostly from about 25% at the one dose, without a potency; inactive means the rest, 99 in 100 with inhibition below about 19%;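 further: 0% = induced wells with vehicle and 100% = uninduced wells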
inhibitors of VEEV – inhibitors of VEEV TC-83 cytopathic effect, confirmation, Vero cells (AID 588727). 0.13% of 350,000 active. Vero cells, VEEV TC-83 cytopathic effect inhibition; higher % means a stronger effect. one-dose inhibition, % at 20 µM; IC50 in µM for titrated hits; in the data active means a potency from the dose series; inconclusive means inhibition mostly from about 14% at the one dose, without a potency; inactive means the rest, 99 in 100 with inhibition below about 12%; further: strong numbers were not always called active
influenza NS1A – NS1A inhibition, H1N1 influenza, cell based functional assay (AID 504329); NS1A functional cell-based assay, percent inhibition; higher % means a stronger effect; 0.3% of 340,000 active; one-dose inhibition, % at 12.5 µM; IC50 in µM for titrated hits; in the data active means a potency from the dose series; inconclusive means inhibition above about 27% without an active follow-up result; further: strong numbers were not always called active
inhibitors of VEEV 10K pilot screen – second read-out of inhibitors of VEEV, no call of its own (marks repeat the call); inhibition, %; measured here: 10K pilot screen inhibition
* hit, by the source's call; i = inactive; ? = inconclusive; · = not tested or not shown; & = joins results of further samples.

SMILES	M. tuberculosis	M. tuberculosis HTS	PhoP GFP inhibition	inhibitors of VEEV	influenza NS1A	others
N#C/C(=C\Nc1ccc2c(c1)OCCO2)C(=O)NCc1ccco1	-3%	2%	0%	2.8%	-18%
O=C(CSc1nnc(-c2ccc(F)cc2)n1CC1CCCO1)NCc1ccco1 (stereo unspecified)	1%	-7%	0%	0.5%	-8%
CCOC(=O)c1ccc(NC(=O)CC2SC(=NC)N(C)C2=O)cc1 (stereo unspecified)	3%	-1%	5%	3.1%	16%
CCOC(=O)C1CCN(c2c(NCc3ccc(C(=O)NCCOC)cc3)c(=O)c2=O)CC1	-14%	1%	0%	0.3%	4%
COc1ccc(N(Cc2cc3ccccc3[nH]c2=O)S(=O)(=O)c2ccc(OC)cc2)cc1	19%	8%	-16%	1.1%	-1%
CN(C)CCCNc1ncnc2c1c(-c1ccccc1)cn2-c1ccccc1	·	3%	22%	24µM*	11%
O=C(Cn1c(NCCO)nc2ccccc21)NCC1CCCO1 (stereo unspecified)	4%	0%	0%	1.1%	-4%
CCn1ncc(CN2CCC(Oc3cc(C(=O)NC4CC4)ccc3OC)CC2)c1C	-7%	4%	-8%	1.5%	-2%
CCC(=O)N1c2ccccc2NC2=C(C(=O)CC(c3ccco3)C2)C1c1ccco1 (stereo unspecified)	43%	-4%	1%	8.0%	6%
Cc1sc2nc(CSc3ccccc3)nc(NCCN(C)C)c2c1C	36%	11%	-9%	1.1%	1%
Cc1cccnc1NC(=O)c1ccc(S(=O)(=O)NCc2ccco2)cc1	11%	12%	7%	i	-3%
Cc1ccnc(N2CCCC(C(=O)NC3CC3)C2)n1 (stereo unspecified)	-9%	-4%	-4%	2.5%	3%
C=CCc1cc(Cl)ccc1OCCNCCCOC	15%	-14%	2%	i	-3%
COc1ccc(NC(=O)Nc2cccnc2)c(OC)c1	5%	0%	1%	i	-8%
O=C(CSc1nnc(CCCN2C(=O)c3cccc4cccc(c34)C2=O)n1-c1ccccc1)N1CCN(CCO)CC1	5%	-21%	6%	0.8%	-7%
CCO[C@H]1OC(C(=O)O)=C[C@@H](C2CCCCC2)[C@@H]1CCCO	1%	-10%	-4%	0.3%	-11%
O=S(=O)(NCC(c1cccnc1)N1CCN(c2ccccc2)CC1)c1cc(F)ccc1F (stereo unspecified)	60%	40%	16%	1.0%	5%
COc1ccc(F)cc1S(=O)(=O)NCc1ccccc1	0%	-4%	-9%	0.6%	2%
C#Cc1ccc([C@H]2C=C(C(=O)NCc3nc4ccccc4[nH]3)O[C@@H](OCc3ccc(CO)cc3)C2)cc1	14%	5%	-16%	4.3%	10%
COc1ccc(CNCCc2cccc(F)c2)c2ccccc12	74%	7%	75µM*	·	·
N#C/C(=C(/O)C(Cl)(Cl)Cl)c1nc2ccccc2[nH]1	12%	-1%	4%	8.4%	-14%
COc1ccc(OC)c(NC(=O)CC2SC(=Nc3ccccc3)N(CCc3ccccn3)C2=O)c1 (stereo unspecified)	27%	17%	10%	6.5%	-6%
CC(C)n1nnnc1-c1cccc(Cl)c1	-10%	-1%	4%	1.4%	-2%	inhibitors of VEEV 10K pilot screen=1.8
O=C(O)C1=CC2c3ccccc3C1c1ccccc12	-17%	7%	-8%	1.1%	3%
C[C@@H]1C=C[C@](Cc2ccccc2)(C(=O)NCC2CC2)N1C(=O)c1ccccc1	24%	0%	17%	i	2%
COc1cc(/C=N/NC(=O)c2cccnc2)ccc1OCC(=O)Nc1ccc(C)cc1	4%	2%	0%	0.0%	-3%
Cc1cc(C(F)(F)F)nn1CC(=O)N(C)c1ccccc1	-2%	3%	7%	0.7%	11%
COc1ccc(-c2csc(NC(=O)C3=COCCO3)n2)cc1OC	·	·	·	?	-4%
CCOC(=O)c1ccc(NC(=O)C(CC)(CC)C(=O)OCC)cc1	-2%	-9%	3%	i	-25%
COc1ccccc1NS(=O)(=O)c1ccc(C(=O)NCCCN2CCOCC2)cc1	·	·	·	0.9%	0%

Molecules from the list above containing an aryl methoxy group (nine):
SMILES	M. tuberculosis	M. tuberculosis HTS	PhoP GFP inhibition	inhibitors of VEEV	influenza NS1A	others
COc1ccc(N(Cc2cc3ccccc3[nH]c2=O)S(=O)(=O)c2ccc(OC)cc2)cc1	19%	8%	-16%	1.1%	-1%
CCn1ncc(CN2CCC(Oc3cc(C(=O)NC4CC4)ccc3OC)CC2)c1C	-7%	4%	-8%	1.5%	-2%
COc1ccc(NC(=O)Nc2cccnc2)c(OC)c1	5%	0%	1%	i	-8%
COc1ccc(F)cc1S(=O)(=O)NCc1ccccc1	0%	-4%	-9%	0.6%	2%
COc1ccc(CNCCc2cccc(F)c2)c2ccccc12	74%	7%	75µM*	·	·
COc1ccc(OC)c(NC(=O)CC2SC(=Nc3ccccc3)N(CCc3ccccn3)C2=O)c1 (stereo unspecified)	27%	17%	10%	6.5%	-6%
COc1cc(/C=N/NC(=O)c2cccnc2)ccc1OCC(=O)Nc1ccc(C)cc1	4%	2%	0%	0.0%	-3%
COc1ccc(-c2csc(NC(=O)C3=COCCO3)n2)cc1OC	·	·	·	?	-4%
COc1ccccc1NS(=O)(=O)c1ccc(C(=O)NCCCN2CCOCC2)cc1	·	·	·	0.9%	0%

Reprinted at random: 2 compounds from above.
SMILES	M. tuberculosis	M. tuberculosis HTS	PhoP GFP inhibition	inhibitors of VEEV	influenza NS1A	others
COc1ccc(F)cc1S(=O)(=O)NCc1ccccc1	0%	-4%	-9%	0.6%	2%
COc1cc(/C=N/NC(=O)c2cccnc2)ccc1OCC(=O)Nc1ccc(C)cc1	4%	2%	0%	0.0%	-3%

(further entries)
SMILES	M. tuberculosis	M. tuberculosis HTS	PhoP GFP inhibition	inhibitors of VEEV	influenza NS1A	others
CCOc1cc(C(=O)NCCOC)cc(OCC)c1OCC	-4%	-12%	-1%	0.5%	-2%
COC(=O)c1cn(C(=O)c2ccc(Br)o2)c2ccccc12	25%	2%	-12%	0.6%	2%
CC(C)c1ccc(O)c(NC(=S)NC(=O)CCc2ccccc2)c1	?	?	0%	2.3%	-3%
Cc1nc(N2CCCC2)c2nnn(Cc3ccccc3Cl)c2n1	17%	-3%	-7%	3.6%	0%
CN(Cc1ccc(OC(F)F)cc1)C(=O)c1cccc(S(=O)(=O)N2CCN(Cc3ccccc3)CC2)c1	·	·	·	5.4%	-9%
O=C(NCCc1ccc(Cl)cc1)C1=CC=CN2CCS(=O)(=O)N=C12	15%	-9%	·	2.3%	-7%
O=C(N/C(=C/c1ccco1)C(=O)N1CCOCC1)c1cccs1	-6%	3%	6%	1.7%	-3%
O=C(CSCc1ccccc1Br)Nc1ccccc1	38%	0%	-11%	1.5%	3%
O=C(c1cnn(C(=O)c2ccco2)c1)c1ccccc1O	20%	-3%	·	4.5%	-16%
CCc1nc(Sc2nnnn2-c2ccccc2)c2c3c(sc2n1)CCCC3	-4%	5%	-4%	0.3%	4%
C[C@H](NC(=O)C1CC(=O)N(c2ccc3c(c2)OCO3)C1)C(=O)NC1CCCCC1 (stereo partly specified)	1%	1%	0%	i	-1%
O=C(Oc1ccc(N(Cc2cccs2)C2=NS(=O)(=O)c3ccccc32)cc1)c1ccccc1F	-11%	-10%	-17%	i	-2%
N#CCc1ccc(NC(=O)c2ccc(CN3CCc4ccccc4C3)cc2)cc1	20%	-3%	-1%	0.3%	14%
Cc1cc(C)n(CC(O)COCc2ccccc2)n1 (stereo unspecified)	7%	3%	14%	0.6%	-3%
CC(=O)c1ccc(N2CCN(C(=O)/C=C/c3ccc(S(=O)(=O)N4CCOCC4)cc3)CC2)cc1	11%	-8%	-5%	0.4%	2%
COC(=O)c1ccc(NC(C)=O)o1	-8%	-3%	3%	0.4%	1%
O=S(=O)(c1cccc(Br)c1)N1CCN(S(=O)(=O)c2ccc3c(c2)OCCO3)CC1	3%	1%	·	0.7%	-4%
CN(C)C1NC(=O)c2cc(-c3ccccc3)sc2N1 (stereo unspecified)	-36%	1%	14%&-7%	1.1%	4%
O=C(CSc1nncs1)Nc1cc(-c2ccccc2)nn1-c1ccccc1	4%	1%	3%	9.7%	0%
O=C(Nc1cccc(F)c1)Nc1ccc2c(c1)CCC2	-4%	-4%	2%	0.4%	21%
CC(=O)Nc1ccc(NC(=O)CSc2ccc(-c3cccnc3)nn2)cc1	-4%	-2%	-4%	1.3%	0%
NC(=O)c1c(-c2ccc(Cl)cc2Cl)csc1NC(=O)Cc1ccccc1	2%	1%	4%	i	-8%
CCOC(=O)c1sc2nc(-c3ccco3)c3c(c2c1N)CC(C)(C)OC3	55%	43%	6%	1.7%	-4%
COc1ccccc1CNn1c(-c2cccc(C)c2)nc2ccccc2c1=O	16%	1%	-3%	7.4%	3%
Cc1ccc(-n2ncc3c(NNC(=O)c4ccco4)ncnc32)cc1Cl	16%	-9%	-3%	5.2%	17%
CCN(CC)c1cc(C(F)(F)F)nc(-c2ccccn2)n1	66%	9%	-7%	2.9%	-22%
CCCc1cc(=O)[nH]c(SCC(=O)N(CC)Cc2ccccc2)n1	17%	4%	-5%	1.2%	3%
CCC(c1nnnn1C(C)(C)C)N1CCN(Cc2ccccc2OC)CC1 (stereo unspecified)	-8%	-5%	2%	i	3%
COc1cc2c(cc1OC)C(c1ccccc1Cl)N(C)CC2 (stereo unspecified)	2%	6%	0%	0.5%	-7%
Cc1cc(C)c2nc(NC(=O)C3CSC4(C)CCC(=O)N34)sc2c1 (stereo unspecified)	25%	-7%	·	?	-1%
S=C(NCc1ccco1)N1CCN(c2cccc(Cl)c2)CC1	69%	-6%	4%	0.3%	6%
CC(=O)Nc1ccc(NC(=O)Cn2nc(C(=O)Nc3ccc(C)cc3)ccc2=O)cc1	12%	10%	3%	3.2%	-5%
CCOc1ccccc1Nc1nnc(SCC(=O)N2CCCC2)s1	3%	0%	-5%	7.7%	-3%
COc1ccc(C2CC(c3ccccc3)=NN2C(=O)COC(=O)c2cccc(O)c2)cc1 (stereo unspecified)	19%	1%	·	3.7%	1%
Cc1ccc(NC(=O)Nc2sc(=S)n(C)c2C)cc1	27%	2%	-5%	0.3%	1%
O=C(/C=C/c1ccco1)c1cccnc1	7%	-7%	-4%	i	-5%
Cc1nc(CCN2C(=O)c3ccccc3C2=O)cs1	4%	-14%	5%	1.9%	-6%
C/C(=N\NC(=O)c1sccc1C)c1cccnc1	-11%	-1%	-6%	5.2%	-13%
CCn1c(=O)cc(SCC(=O)NCc2ccc(C)cc2)c2ccccc21	6%	-4%	1%	5.0%	4%
Cc1ccc(S(=O)(=O)CC(C)(O)C(=O)Nc2cccc(C(F)(F)F)c2)cc1 (stereo unspecified)	3%	7%	-14%	i	24%
Cc1ccc(OCCOC(=O)c2cccc(S(=O)(=O)N3CC(C)OC(C)C3)c2)cc1 (stereo unspecified)	-8%	-5%	·	1.0%	4%
CCC(=O)N1CCN(c2ccccc2NC(=O)COc2cccc(C)c2)CC1	23%	-4%	10%	5.4%	-3%
COc1ccccc1NS(=O)(=O)c1cc(C(=O)N2CCCC2)ccc1F	·	·	·	2.4%	-14%
CN1CCN(S(=O)(=O)c2ccc(NC(=S)NC(=O)C3CCCCC3)cc2)CC1	27%	-2%	-4%	i	-9%
CC1CN(C(=O)CN2C(=O)NC(C)(c3ccccc3)C2=O)CC(C)O1 (stereo unspecified)	6%	-5%	-4%	i	5%
O=C(O)c1[nH]c2ccccc2c1C(c1c(F)cccc1Cl)c1c(C(=O)O)[nH]c2ccccc12	-2%	-7%	-2%	0.9%	-7%
O=C(Nc1nc(-c2ccc3ccccc3c2)cs1)C1CCN(S(=O)(=O)c2cccs2)CC1	26%	4%	5%	3.6%	13%
Cc1cccc(OCCCC(=O)NCCc2ccccc2)c1	75%	7%	4%	i	-5%
CCCC(=O)Oc1c(S(=O)(=O)c2ccc(C)cc2)c(C)nn1C(C)(C)C	3%	9%	4%	4.2%	9%
COc1ccc(S(=O)(=O)Nc2cccc3c2O[C@H](CN(C)C(=O)Nc2ccc4c(c2)OCO4)[C@@H](C)CN([C@H](C)CO)C3=O)cc1	21%	2%	·	0.9%	7%
CCCC/C(C)=N/NC(=O)NC1CCCCC1	2%	3%	-2%	3.7%	-3%
Cc1ccc(NC(=O)c2ccccc2N(C)S(C)(=O)=O)cc1C	4%	0%	-1%	i	8%
O=C(NCCOCc1ccc(Cl)cc1)c1ncn[nH]1	-15%	-1%	2%	1.3%	7%
N#C/C(=C\c1ccc(O)cc1)c1nc2ccccc2o1	19%	6%	-5%	2.5%	-10%
N#C/C(=C\c1cccc(O)c1)C(=O)Nc1ccc2c(c1)OCCO2	1%	-12%	-9%	i	-3%
